Screens: PubChem BioAssay, National Center for Advancing Translational Sciences (NCATS)
MCF10A rereplic: DNA re-replication induction in MCF 10a cells | MCF 10A DNA re-replication, Hoechst nuclear intensity, 48 h | 350,000 tested, 2.9% active | Potency, µM (titrated, usually from 46.1 µM), for the others: at the highest dose activity, positive = re-replication, most hits filed as activators; note: % of control where 0% means no effect; nearly all actives have a fitted effect of over 50% in size
TGFb inhibitor: blocks TGF-b signaling; HepG2 CAGA-GFP TGF-b/SMAD3 reporter, GFP fluorescence, 18 h; TGF-beta stimulated, 500 pg/mL final; Potency, µM (titrated, usually from 46.1 µM), for inactives: top-dose activity, negative = inhibition, usual class: inhibitors; 410,000 tested, 1.2% active; note: % is set by controls: 0 for no effect and ±100 for the full control effect; nearly all actives have a fitted effect of over 65% in size
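First, reporter cells (HEPG2 CAGA-GFP) rested 2 h at 37 degrees C. Next, compounds were pinned in and TGF-beta added to 500 pg/mL final. After 18 h, GFP was imaged per cell and summed per well.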
Nrf2 block: inhibitors of Nrf2 signaling. A549 ARE-Fluc reporter, luciferase luminescence, 18-24 h. Potency, µM (top dose mostly 46 µM), without a hit: at the highest dose activity change, negative = inhibition, actives largely listed as inhibitors. 360,000 tested, 2.1% active; note: % is set by controls: 0 for no effect and ±100 for the full control effect; nearly all actives have a fitted effect of over 60% in size
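Cells were seeded and rested 2 h, then exposed to compounds for 18-24 h. CellTiter-Fluor was read first as a viability measure. BugLite was added 15 min before the final luminescent read of ARE-luciferase activity in A549 cells.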
A549 viability: A549 cytotoxicity, counter-screen for Nrf2 inhibitors; A549 ARE-Fluc cells, CellTiter-Fluor viability, 18-24 h; Potency, µM (top dose mostly 46 µM), for inactives: at the top dose activity change, negative = cytotoxicity, usual class: inhibitors; 390,000 tested, 0.16% active; AID 504648; note: % is set by controls: 0 for no effect and ±100 for the full control effect
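Cytotoxicity counterscreen: CellTiter-Fluor fluorescence was measured in A549 ARE_Fluc cells after 18-24 h of compound exposure in a concentration series. The subsequent BugLite luminescent read reports ARE-luciferase activity.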
ATXN2 expr inh: ATXN2 expression inhibition. Potency, µM (highest dose often 57 µM), without a hit: at the highest dose activity change, negative = inhibition, most hits filed as inhibitors. HEK-293 ATXN2-luciferase reporter, luminescence, 24 h. AID 1745845. 360,000 tested, 0.72% active; note: % is set by controls: 0 for no effect and ±100 for the full control effect; nearly all actives have a fitted effect of over 55% in size
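qHTS (up to 57 uM final) was run with 24 h compound exposure of reporter cells at 37 °C. Each well was multiplexed: SteadyGlo luminescence measured ATXN2-luciferase expression after a fluorogenic Gly-Phe-AFC viability readout (25 uM final).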
Nrf2 ARE act: activators of Nrf2 (ARE) signaling. AREc32 ARE-luciferase reporter (MCF7-derived line), luminescence, 24 h. 410,000 tested, 0.31% active. Potency, µM (series often up to 46.1 µM), without a hit: at the highest dose activation, actives largely listed as activators; note: % of control where 0% means no effect; nearly all actives have a fitted effect of over 65% in size
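Reporter line AREc32 (ARE-Fluc), seeded overnight in OPTI-MEM with 5% FBS; compound pin-transferred, 24 hr at 37 deg C, 5% CO2; luminescent read-out.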
HepG2 viability: HepG2 cytotoxicity, counter-screen for TGF-b inhibitors. HepG2 CAGA-GFP viability, ATP luminescence, 18 h. 410,000 tested, 0.76% active. Potency, µM (titrated, usually from 46.1 µM), without a hit: top-dose activity change, negative = cytotoxicity, most hits filed as cytotoxic; note: some results filed as inactive show a strong effect at the top dose
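CellTiter-Glo luminescence gave cytotoxicity after 18 hours at 37 degrees C. The cells were HepG2 CAGA-GFP in 1% FBS DMEM, stimulated with 500 pg/mL TGF-beta after compound addition. %Activity was normalised to no-cell wells (complete cell-killing) and DMSO (no toxicity), and curves were fitted and classified.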
EPAC2 antag: EPAC2 (human) antagonism; Potency, µM (highest dose often 114 µM), for the others: at the top dose activity, negative = inhibition, most hits filed as inhibitors; 360,000 tested, 0.18% active; Q8WZA2; AID 720708; EPAC2 GEF exchange of Rap1B-BODIPY-GDP, fluorescence; note: % is set by controls: 0 for no effect and ±100 for the full control effect; nearly all actives have a fitted effect of over 45% in size; many of its hits are not listed in these tables
Target sequence (Q8WZA2 whole entry, looked up): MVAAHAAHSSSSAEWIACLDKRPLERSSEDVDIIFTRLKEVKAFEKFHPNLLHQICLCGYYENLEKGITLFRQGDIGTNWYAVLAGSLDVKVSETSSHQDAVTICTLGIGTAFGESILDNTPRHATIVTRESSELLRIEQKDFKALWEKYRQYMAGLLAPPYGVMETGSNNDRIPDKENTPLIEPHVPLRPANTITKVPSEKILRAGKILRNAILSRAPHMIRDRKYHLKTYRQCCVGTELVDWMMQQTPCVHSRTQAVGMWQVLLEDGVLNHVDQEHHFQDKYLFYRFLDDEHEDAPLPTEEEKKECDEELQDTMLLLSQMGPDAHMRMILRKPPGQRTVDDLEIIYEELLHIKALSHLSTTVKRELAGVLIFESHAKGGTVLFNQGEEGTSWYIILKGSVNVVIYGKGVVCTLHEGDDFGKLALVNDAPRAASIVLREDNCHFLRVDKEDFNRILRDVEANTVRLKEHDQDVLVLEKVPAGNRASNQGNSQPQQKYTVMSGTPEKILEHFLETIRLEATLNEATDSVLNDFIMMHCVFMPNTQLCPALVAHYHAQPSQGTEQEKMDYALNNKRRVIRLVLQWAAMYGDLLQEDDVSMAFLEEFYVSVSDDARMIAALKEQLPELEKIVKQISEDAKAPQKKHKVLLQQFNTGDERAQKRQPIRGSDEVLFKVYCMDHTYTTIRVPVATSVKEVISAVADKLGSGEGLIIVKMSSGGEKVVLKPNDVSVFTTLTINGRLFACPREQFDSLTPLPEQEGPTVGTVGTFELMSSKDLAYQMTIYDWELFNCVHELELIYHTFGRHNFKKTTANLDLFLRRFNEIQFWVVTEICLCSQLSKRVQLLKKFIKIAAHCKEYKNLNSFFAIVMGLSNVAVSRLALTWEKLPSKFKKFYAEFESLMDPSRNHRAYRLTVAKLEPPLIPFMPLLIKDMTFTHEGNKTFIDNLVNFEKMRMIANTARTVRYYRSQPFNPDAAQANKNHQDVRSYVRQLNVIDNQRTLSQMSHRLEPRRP
ATXN viability: viability counter-screen for ATXN expression inhibitors. Potency, µM (highest dose often 56.7 µM), most hits filed as cytotoxic. 400,000 tested, 0.49% active. S2 cells (HEK-293 line with an ATXN2-luciferase reporter) viability, CellTiter-Fluor protease fluorescence, 24 h. AID 651635; note: nearly all actives have a fitted effect of over 40% in size
* hit, by the source's call; i = inactive; ? = inconclusive; / = no result given; [ ] = dose if it differs, or a comment. Calls come from the whole dose curve; as a rule, active = well fitted curve in the direction sought with a large enough effect; inconclusive = small, poorly fitted or top-dose-only effect, or another doubt; inactive = no such curve, though single readings can be large; an effect the other way counts as inactive or inconclusive. Potency is the fitted concentration of half-maximal effect. Not all compounds are listed, so the mix of outcomes need not match the whole.

Each structure is followed by: MCF10A rereplic, TGFb inhibitor, Nrf2 block, A549 viability, ATXN2 expr inh, Nrf2 ARE act, HepG2 viability, EPAC2 antag, ATXN viability
> CCN(c1ccccc1)S(=O)(=O)c1cc(C(=O)OC2CCOC2=O)ccc1C (centres undefined)
  2.7%, 0.7%, -2.7%, -2.4%, 0.5%, -0.3%, -0.7%, -8.7%, i
> Cc1ccc(CS(=O)Cc2ccc(C(=O)N3CCOCC3)o2)cc1 (centres undefined)
  2.0%, 6.5%, 1.8%, -4.5%, 15.8%, 0.1%, 1.5%, 5.6%, i
> CS(=O)(=O)N(CC(=O)N1CCN(c2cccc(Cl)c2)CC1)c1ccccc1
  -1.8%, -7.6%, -0.2%, -3.6%, -2.4%, -0.5%, -14.0%, -2.7%, i
> O=C(c1ccc(C23CC4CC(CC(C4)C2)C3)o1)N1CCOCC1
  -8.0%, ?, -4.4%, 1.2%[1.84 µM], 15.5%, 0.7%, -31.8%, -2.0%, i
> CCCCSc1nnc2[nH]c(=O)cc(C)n12
  /, -11.2%, /, -5.7%, /, 0.4%, 0.0%, /, /
> CC(NC(=O)COC(=O)c1cc(Cl)nc(Cl)c1)c1ccccc1 (centres undefined)
  -1.1%, ?, 2.2%, -3.9%, -16.9%, -0.1%, 2.2%, 0.2%, i
> CCc1ccccc1NC(=O)CN(C)C(=O)CN1C(=O)NC2(CCCCCC2)C1=O
  -2.7%, -6.2%, -0.7%, -5.8%, -4.7%, -0.5%, 1.1%, 2.7%, i
> Cc1ccc(C(=O)NCCc2nnc3ccc(SCC(=O)NCc4ccc(F)cc4)nn23)cc1
  2.5%, 0.5%, 3.3%, -3.5%, 21.8%, -1.1%, 11.3%, 3.0%, i
> Cc1cc(C)cc(N(C(=O)Cc2cccs2)C(C(=O)NC2CCCC2)c2ccc(C)o2)c1 (centres undefined)
  ?, ?, -10.0%, 2.8%, 0.9%, -0.2%, 4.6%, 8.6%, i
> CCOc1ccc(CNCc2cccnc2)cc1
  0.3%, -0.8%, -5.2%, 12.8%, 1.6%, -0.7%, -15.2%, 1.9%, i
> COc1ccc([C@H]2[C@@H]3C=CCC[C@@]3(C)C(=O)N2Cc2ccccc2)cc1Cl
  22.3%, ?, -21.4%, 0.5%, -30.9%, 5.9%, -21.2%, -21.4%, i
> CCOC(=O)c1c(C)[nH]c(C(=O)N(C)CC(=O)Nc2ccc(OCC)c(OCC)c2)c1C
  /, -3.7%, /, /, /, -0.3%, -3.1%, 36.0%[activator], /
> CCN(CC)C(=O)CSc1nnc(-c2c[nH]c3ccccc23)o1
  -6.8%, -11.9%, 11.3%, 14.5%, /, 5.1%, -26.4%, 0.9%, i
> CC(C)(C)OC(=O)N1CCC(c2c(C(=O)NCCN3CCc4ccccc4C3)cnn2-c2ccc(F)cc2)CC1
  /, ?, 29.3%, 0.6%, -13.1%, 15.7%, -55.9%, /, i
> CCOC(=O)Cc1csc(SCC(=O)Nc2cccc(Cl)c2)n1
  11.4%, 23.0%, /, 9.7%, -7.5%, -0.2%, -21.1%, -12.3%, i
> CCC(=O)N1CCN(c2ccc(Cl)cc2NC(=O)Cc2ccc(Cl)cc2)CC1
  -9.0%, -18.5%, ?, ?, ?, 1.7%, 0.0%, -9.1%, ?
> Cc1ccc(-c2ccc(C(=O)O)c(C)n2)cc1
  -46.5%[inhibitor], 3.1%, 13.3%, -7.8%, 10.0%, 0.1%, -15.7%, 9.2%, i
> Cn1nnnc1SCCNC(=O)C1CCC(=O)N(Cc2ccc(Cl)cc2)C1 (centres undefined)
  -2.1%, -35.3%, 5.4%, 2.9%, -10.5%, -0.6%, -29.1%, -12.4%, i
> Cc1ccc(C(=O)O)cc1Nc1nc2ccccc2n2nnnc12
  /, 7.2%, 9.0%, 1.1%, 61.3%[activator], 8.8%, -10.9%, /, i
> COc1cccc(OCCCN2CCCCCC2)c1
  2.3%, 7.7%, 19.9%, 1.0%, 5.8%, -0.6%, 10.8%, 2.4%, ?
> COc1ccc2c(c1)cc1c(=O)n(CC(=O)NCCCN3CCOCC3)nc(C)n12
  ?, 0.5%, -0.9%, -9.8%, /, -0.2%, 0.9%, -1.2%, i
> CCCn1nnc(NC(=O)COc2cc(C)ccc2C(C)C)n1
  0.7%, 4.7%, -4.1%, -11.7%, -3.5%, -0.2%, 10.5%, -5.4%, i
> O=C(NC1=NCCS1)c1ccccc1F
  -7.3%, 6.8%, 22.3%, 1.0%, -6.2%, 3.6%, 14.4%, 0.0%, i
> Cc1ccc(S(=O)(=O)Nc2cccc(-c3cn4cccc(C)c4n3)c2)cc1
  /, ?, /, 3.3%, -5.3%, 4.6%, -1.7%, /, ?
> COc1ccc(N(CC(=O)NCc2ccc(Cl)cc2)S(=O)(=O)c2ccccc2[N+](=O)[O-])c(OC)c1
  -13.3%, -18.0%, -24.7%, -9.1%, 2.0%, 3.9%, -9.6%, -3.0%, ?
> CCc1cc2c(SCC(=O)Nc3ncc(Cl)c(C)c3Cl)ncnc2s1
  ?, -4.4%, ?, 0.8%, /, 5.8%, -9.9%, -3.6%, i
> CC(Sc1nc2ccccc2n1C)C(=O)NC(c1ccccc1)c1ccccc1 (centres undefined)
  ?, -8.5%, -93.4%, ?, -5.4%, -0.1%, 4.4%, -2.7%, i
> OC(c1ccccc1)c1ncc(-c2ccc(C(F)(F)F)cc2)[nH]1 (centres undefined)
  /, -3.9%, /, /, 27.5%, 8.0%[9.22 µM], -30.8%, -9.5%, i
> Cn1c2ccccc2c(=O)c2ccc(NCCc3cccs3)cc21
  ?, ?, ?, -4.8%, 0.9%, 3.7%, -31.1%, 10.2%, i
> CCOC(=O)C1=C(N)Oc2c(oc(CO)cc2=O)C1c1ccc(F)c(F)c1 (centres undefined)
  -0.3%, 4.7%, 1.0%, 2.9%, -10.3%, -0.8%, -25.3%, 0.3%, i
> Cc1ccc(N2CC(C(=O)NCc3n[nH]c(=O)c4ccccc34)CC2=O)cc1C (centres undefined)
  1.0%, -2.2%, 0.1%, 2.4%, -32.7%, 2.4%, -7.7%, -2.5%, i
> CN(Cc1nc(-c2ccc(Cl)cc2)no1)C(=O)CCN1C(=O)[C@H]2CC=CC[C@H]2C1=O
  5.9%, -6.5%, ?, -6.7%, -13.8%, 0.1%, -0.6%, -2.4%, i
> CC(C)(C)OC(=O)N1CSC[C@H]1C(=O)NC[C@H](CC(=O)O)c1ccc(Cl)cc1
  -11.6%, -2.1%, 6.7%, -2.1%, 0.4%, -0.1%, -5.4%, 4.0%, i
> CCOC(=O)C1=C(COC(=O)CSc2ccc(C)cc2)NC(=O)NC1C (centres undefined)
  -5.6%, 2.7%, 6.3%, 0.5%, -16.5%, -0.6%, -7.9%, -3.6%, ?
> CN(C)S(=O)(=O)c1cccc(NC(=O)c2cc([N+](=O)[O-])ccc2N2CCCCC2)c1
  -0.2%, 1.0%, -1.1%, -2.4%, 6.5%, 0.1%, -0.6%, 3.3%, i
> O=c1[nH]c(=O)n(C2OC(CO)C(O)C2O)cc1N1CCOCC1 (centres undefined)
  0.2%, -2.7%, -5.9%, -7.7%, 4.2%, -0.3%, -4.7%, 12.0%, i
> CC1(C(=O)NS(=O)(=O)c2ccc(Cl)s2)CCN1C(=O)C1(c2ccc(Cl)cc2)CCC1 (centres undefined)
  /, -7.4%, /, /, -4.7%, -0.4%[9.22 µM], 0.9%, ?, i
> COc1ccc(/C=C2\CCCC3C2=NN(C(=O)CSc2n[nH]c(N)n2)C3c2ccc(OC)cc2)cc1 (centres undefined)
  ?, -4.0%, ?, -17.6%, /, -0.2%, -1.3%, -3.8%, ?
> O=c1c(Cl)c(Cl)cnn1Cc1nnc(-c2ccc(Cl)cc2)o1
  5.8µM*, 12.6µM*, 28.0%, 2.1%, ?, ?, 11.2µM*, ?, ?
> CC12CCC(C(=O)Nc3ccc(Cl)cc3)([C@H](Br)C1=O)C2(C)C (some centres undefined)
  -5.3%, 1.7%, -12.3%, 1.3%, -28.2%, 0.2%, 11.8%, -4.0%, i
> CCN(c1ccccc1)S(=O)(=O)c1ccc(C(=O)Nc2ccccc2OC)cc1
  -9.0%, 0.1%, ?, -9.5%, -7.3%, 0.1%, -9.4%, -14.6%, i
> O=C(CC1S/C(=N/N=C/c2c[nH]c3ccc(OCc4ccccc4)cc23)NC1=O)Nc1ccccc1 (centres undefined)
  -35.2%[inhibitor], -8.7%, -11.7%, 3.5%, -7.0%, 0.4%, -4.2%, -1.8%, i
> COc1ccc(Cl)cc1NC(=O)C(C)N1Cc2ccccc2C1=O (centres undefined)
  /, 1.3%, 15.7%, ?, /, 3.6%, 2.8%, /, /
> CN(C)S(=O)(=O)c1cccc(NC(=S)NCCCn2ccnc2)c1
  10.7%[9.22 µM], -3.3%, 5.4%, -0.1%, -20.4%, 0.2%, -19.8%, 12.1%, i
> COc1ccc(C(c2sc3ncnn3c2O)N2CC(C)OC(C)C2)cc1OC (centres undefined)
  -3.8%, -3.7%, -10.6%, 9.4%, 15.6%, 3.0%, -7.1%, 0.4%, i
